From PubChem
LDHA inh: LDHA (human) enzyme inhibition; P00338; purified LDHA, NADH/diaphorase-resazurin fluorescence; stronger effect = lower value; activity change, % (values are at about 110 or 230 µM); actives 0.15% (n = 480,000); AID 1347041; in the data active = activity change below about -30%; inconclusive = mostly about -25% to -30%;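 also: plate controls were DMSO wells for no effect and wells without enzyme for full effect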
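LDH5 2 nM; NADH 0.06 mM, pyruvate 0.2 mM; 200 mM Tris pH 7.4, EDTA, Tween-20; 5 min RT. Detection: diaphorase 0.133 mg/mL + resazurin 37 µM, fluorescence ex540/em590 at 0 and 20 min; normalized to enzyme-free and DMSO wells.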
ALOX12 inh: blocks human arachidonate 12S-lipoxygenase; purified 12hLO, xylenol orange hydroperoxide absorbance; actives 1.1% (n = 580,000); Potency, µM (top dose mostly 108 µM), for inactives: at the highest dose activity change, negative = inhibition, actives largely listed as inhibitors; active = well fitted inhibition curve with a large enough effect; inconclusive = small, poorly fitted or top-dose-only effect, or another doubt; inactive = no such curve, though single readings can be large or run the other way; also: potency is read from the fitted curve at half-maximal effect
Target sequence (P18054 whole entry, looked up): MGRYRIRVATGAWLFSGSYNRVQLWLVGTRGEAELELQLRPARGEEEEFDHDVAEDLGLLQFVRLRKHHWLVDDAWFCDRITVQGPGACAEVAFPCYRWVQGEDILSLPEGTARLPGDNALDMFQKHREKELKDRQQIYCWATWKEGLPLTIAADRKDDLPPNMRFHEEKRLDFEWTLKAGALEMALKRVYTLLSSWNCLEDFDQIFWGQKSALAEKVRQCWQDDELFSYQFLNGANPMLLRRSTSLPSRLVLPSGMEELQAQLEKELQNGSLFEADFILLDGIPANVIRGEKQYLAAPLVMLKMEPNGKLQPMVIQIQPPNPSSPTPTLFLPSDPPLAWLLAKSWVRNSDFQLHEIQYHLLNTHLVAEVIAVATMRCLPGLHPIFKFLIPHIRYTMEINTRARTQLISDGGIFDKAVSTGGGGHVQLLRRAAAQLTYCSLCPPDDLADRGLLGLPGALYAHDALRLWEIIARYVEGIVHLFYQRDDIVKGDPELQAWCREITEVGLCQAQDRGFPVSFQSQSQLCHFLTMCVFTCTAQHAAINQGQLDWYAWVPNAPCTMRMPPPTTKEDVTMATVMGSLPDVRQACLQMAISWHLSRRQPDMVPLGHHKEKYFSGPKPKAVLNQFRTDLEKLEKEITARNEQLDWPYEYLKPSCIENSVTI
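Purified human 12hLO at 150 nM in 25 mM Hepes, 0.01% Triton X-100, pH 7.0, preincubated 15 min at room temperature with compound. Reaction started with 40 uM arachidonic acid, 30 min at room temperature. Hydroperoxide measured by Fe-xylenol orange, 573/405 nm absorbance ratio.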
* = called active by the depositor; ? = inconclusive; [ ] = another dose, or the depositor's remark. Unless noted, % is scaled to controls: 0 for no effect and ±100 for the full control effect. This is a subset (hit frequency here may not be typical).

SMILES | LDHA inh | ALOX12 inh
O=C(COCc1nnc(C(=O)Nc2cccc(F)c2)s1)NCCc1ccco1 | -7.6 | -58.5%
Fc1ccccc1-c1nnc(SCCc2ccncc2)n1C1CC1 | -6.5 | 6.4%
CC(C)N(Cc1ccccc1)C(=O)COC(=O)c1cccc(Cl)c1Cl | 8.6 | 5.3%
CCCOC(=O)C1=C(C)Nc2nnnn2C1c1cc(Br)ccc1OCC (stereo unspecified) | -31.6* | 35.2%[activator]
COCCCNC(=O)Cn1ccc2ccc(Cl)cc21 | -1.5 | 5.1%
COc1cn(CC(=O)Nc2ccc(C(N)=O)cc2)c(CSc2ccc(C)cc2)cc1=O | -1.4 | -19.4%
COC(=O)c1c(C)[nH]c(C(=O)OC(C)C(=O)NC2CCCCC2)c1C (stereo unspecified) | 12.5 | 2.5%
CN(CC(=O)Nc1ccccc1C(F)(F)F)C(=O)Cc1ccc2ccccc2c1 | -11.4 | -18.9%
Cc1ccc(-c2cc(-c3ccc(C)c(C)c3)n(-c3ccc(C)c(C)c3)n2)cc1C | 2.8 | 33.9%
COc1ccc2c(CCNC(=O)CCNc3nc(Cl)nc4nc[nH]c34)c[nH]c2c1 | 18.4 | ?
O=C(O)C(c1c[nH]c2ccc(Br)cc12)N1CCN(Cc2ccc(Cl)cc2Cl)CC1 (stereo unspecified) | 1.5 | ?
C=CCNC(=O)Nc1ccc(CC#N)cc1 | 2.1 | -1.9%
Cc1cccc(NS(=O)(=O)c2ccc(Cl)c(C(=O)Nc3ccc4oc(C)nc4c3)c2)c1 | -10.5 | 16.5%
CC(=O)Nc1ccc(OCC(=O)c2ccccc2)cc1 | 3.6 | -27.9%
CCOC(=O)CNC(=O)CSc1cn(CC(=O)N(CC)CC)c2ccccc12 | 0.8 | 3.8%
Cc1cccc(N(CCC(N)=O)C(=O)c2ccc(C#N)cc2)c1 | 1.5 | 6.8%
CCc1c(-c2ccccc2OC)ncn1Cc1cccc(-c2ccccc2)c1 | 0.8 | -16.2%
CCOC(=O)c1oc2cc(OS(C)(=O)=O)ccc2c(=O)c1-c1ccc(OC)c(OC)c1 | -1.8 | -16.0%
CSc1ccccc1C(=O)Nc1ccc2c(c1)OCCCO2 | 8.2 | -26.3%
Cc1cc(C)cc(Nc2nc(N3CCCC3)nc3c2cnn3-c2ccccc2)c1 | -5.2 | -3.0%
CCOC(=O)c1[nH]c(C)c(CCC(=O)Nc2ccc(OC)c(OC)c2)c1C | 13.3 | -40.3%
O=C(CSc1ncnc2ccccc12)Nc1ccccc1 | 4.6 | ?
CCc1ccc(NC(=O)CSc2nnc(-c3cccs3)n2-n2cccc2)cc1 | 2.3 | -0.6%
Cc1ccc2nc(C3=C(O)CN(c4cc(Cl)cc(Cl)c4)C3=N)[nH]c2c1 | -0.6 | 3.7%
CCOC(=O)c1[nH]c(C)c(C(=O)Nc2cccc(Cl)c2)c1C | 14.1 | -1.8%
COc1ccccc1-c1nc(S(=O)(=O)c2ccc3c(c2)OCCO3)c(N2CCCC2)o1 | 0.1 | -3.6%
CCCc1noc(C(C)Sc2n[nH]c(-c3ccccc3F)n2)n1 (stereo unspecified) | -8.1 | 7.3%
CC(Oc1ccc(C(=O)c2ccccc2)cc1)C(=O)N1CCc2ccccc21 (stereo unspecified) | 10.3 | 0.5%
Cc1nnc2ccc(NCc3ccc(F)cc3)nn12 | -7.7 | ?
O=C(NCCNS(=O)(=O)c1cccc2nonc12)c1ccc2cc[nH]c2c1 | 0.3 | 8.5%
Cc1ccc(-c2nn(CC(O)COCc3ccccc3)c(=O)c3ccccc23)cc1 (stereo unspecified) | -21.7 | ?
CC(=O)N1c2ccccc2N=C(c2ccc3c(c2)OCO3)C1C(=O)NCc1ccccc1 (stereo unspecified) | 2.8 | -14.9%
COc1cccc(Oc2c(C(F)(F)F)oc3cc(OC(C)=O)ccc3c2=O)c1 | -7.3 | ?
O=C(O)CNS(=O)(=O)c1ccc(Cl)c(Cl)c1 | 1.4 | ?
Cc1c(C#N)c(N)nc2c3c(sc12)NC(=O)CC3c1ccccc1Cl (stereo unspecified) | -3.0 | ?
Cc1ccc2c(NCc3ccco3)nc(NC(C)C)nc2c1 | 2.9 | ?
COc1cc(NC(=O)COc2cc(C)cc3oc(=O)cc(C)c23)cc(OC)c1 | 4.3 | -23.3%
O=[N+]([O-])c1ccc(Cl)nc1 | 1.8 | 64.6%[activator]
CCOc1ccc2c(-c3cc4cccc(OC)c4oc3=O)cc(=O)oc2c1 | 6.3 | ?
Cc1oc(-c2nc(C#N)c(N(C)C)o2)cc1S(=O)(=O)N(C)c1ccccc1 | -11.6 | ?
Cc1ccc(C(=O)COC(=O)C2(C)CC2(Cl)Cl)cc1C (stereo unspecified) | 2.5 | ?
Cc1nccn1CCc1nc2cc(NC(=O)C3CCCCC3)ccc2n1C | 10.7 | -11.8%
CC(=O)c1cccc(NC(=O)COC(=O)CNC(=O)CC23CC4CC(CC(C4)C2)C3)c1 | 4.0 | 2.2%
CCOC(=O)Cn1c(=O)c2c3c(sc2n(Cc2ccc(F)cc2)c1=O)CCCC3 | -22.1 | -2.0%
O=C(CN1CCCCC1c1nc2ccccc2s1)NC(=O)Nc1ccc2c(c1)OCCO2 (stereo unspecified) | 7.9 | 0.2%
COc1cc(-c2c(NC(=O)c3ccc(C)cc3)oc3ccccc3c2=O)cc(OC)c1OC | -2.2 | ?
O=C(CC1Nc2ccccc2NC1=O)Nc1ccccc1C(F)(F)F (stereo unspecified) | -5.5 | ?
COc1ccc(C(C)(C)C)cc1NC(=O)c1ccc2c(c1)NC(=O)CS2 | 11.0 | ?
CC(NC(=O)CSc1nnc(-c2cccnc2)n1-c1ccccc1)c1ccc2c(c1)OCCO2 (stereo unspecified) | 3.7 | -2.0%
COc1ccc(S(=O)(=O)N2CCCCCC2)cc1NC(=O)CSc1nnc2ccccn12 | 8.5 | -4.5%
CCCCCn1nc(C(=O)N2CCN(c3ccc(F)cc3)CC2)c2ccccc2c1=O | -1.5 | ?
c1ccc(Cn2ncc3c2CCCC3NCc2ccsc2)cc1 (stereo unspecified) | 5.3 | ?
CN(Cc1ccco1)C(=O)CCc1c[nH]c2ccccc12 | 5.8 | ?
CC(C)(C)n1nc(N)c2cc([N+](=O)[O-])ccc21 | -0.3 | ?
COc1ccc(-c2nnc3n(CCc4ccccc4)c(=O)c4ccccc4n23)cc1 | 13.5 | ?
C#CCN1C(=O)S/C(=C/c2cn(C(C)C)c3ccccc23)C1=O | 8.6 | 8.1%
Cc1c(O)ccc2c(CN3CCN(c4ccccc4)CC3)cc(=O)oc12 | 7.4 | 22.9%
COC(=O)C1(NC(=O)C2CCCO2)CCCCCC1 (stereo unspecified) | 12.7 | -25.8%
COC(=O)c1ccc(C(=O)OCc2nc(N)c3ccccc3n2)cc1 | -8.2 | 0.5%
COc1ccc(Oc2coc3cc(OC(=O)c4ccccc4Cl)ccc3c2=O)cc1 | -3.9 | 2.0%

The list continues.
SMILES | LDHA inh | ALOX12 inh
CCc1ccc(N2C(=O)CS(=O)(=O)C23C(=O)N(Cc2ccccc2C)c2ccccc23)cc1 (stereo unspecified) | -1.8 | -6.5%
CC12NC(Cl)=C(C#N)C(C#N)(C(=N)O1)C2(C)C (stereo unspecified) | 6.9 | -0.6%
CCCNc1c(NC(=O)Cc2ccc(OC)cc2)c(=O)oc2ccccc12 | 3.7 | -5.2%
COC(=O)c1cc(NC(=O)c2cccc3ccccc23)cc(C(=O)OC)c1 | 17.2 | ?
CCOc1ccc2c(=O)c(-c3ccc(OC)c(OC)c3)c(C)oc2c1 | -7.9 | ?
COCCN(CCOC)CC(O)COc1ccc(C#N)cc1 (stereo unspecified) | -0.2 | ?
CC(C)CCNC(=O)c1nccnc1N | 2.6 | 16.5%
Cc1ccccc1/C=N/Nc1ccc(S(=O)(=O)Nc2ccc(Cl)cc2)cc1[N+](=O)[O-] | 7.3 | ?
O=C(C(O)c1ccccc1)N1CCN(S(=O)(=O)c2ccc(OC(F)(F)F)cc2)CC1 (stereo unspecified) | -0.4 | 3.9%
Cc1ccc(NC(=O)Cn2c3ncccc3c(=O)n2-c2ccc(C)c(C)c2)cc1 | 14.5 | -13.6%
CCCNc1nc2ccccc2nc1C(=O)Nc1ccc(OCC)cc1 | 5.3 | -6.1%
N#CC1=C(N)Oc2c(c(=O)[nH]c3ccccc23)C1c1ccccc1Cl (stereo unspecified) | 2.6 | -16.1%
CCOc1ccc(/C=C/C(=O)c2ccc(Br)cc2)cc1OC | 0.4 | ?
CCCOC(=O)c1c(NC(=O)c2nc3nc(C)cc(C(F)F)n3n2)sc2c1CCCC2 | 6.2 | 24.2%
CC[C@@H]1CC2=C(C(=O)OC(C)(C)O2)[C@@H](c2ccc(Cl)cc2)O1 | -2.7 | -2.3%
COc1ccc(S(=O)(=O)N2CCC[C@H]2C(=O)N2CCC[C@H]2C(=O)NCc2ccccc2)cc1C | -3.8 | -1.4%
CCCCn1cnc2c1c(=O)n(CC(=O)Nc1ccccc1C(C)C)c(=O)n2CCC | 7.4 | 5.7%
Cn1cc(S(=O)(=O)c2ccc(F)cc2)c(=O)c2ccccc21 | 0.3 | -8.0%
O=C1COc2ccc(-c3csc(Nc4ccccc4)n3)cc2N1 | -4.6 | ?
CC1CC(=O)Nc2ccccc2N1C(=O)Cn1cnc2cc(F)ccc2c1=O (stereo unspecified) | -2.9 | 6.9%

For reference, part of the list above.
SMILES | LDHA inh | ALOX12 inh
CCc1ccc(N2C(=O)CS(=O)(=O)C23C(=O)N(Cc2ccccc2C)c2ccccc23)cc1 (stereo unspecified) | -1.8 | -6.5%
CC12NC(Cl)=C(C#N)C(C#N)(C(=N)O1)C2(C)C (stereo unspecified) | 6.9 | -0.6%
CCCNc1c(NC(=O)Cc2ccc(OC)cc2)c(=O)oc2ccccc12 | 3.7 | -5.2%
COC(=O)c1cc(NC(=O)c2cccc3ccccc23)cc(C(=O)OC)c1 | 17.2 | ?
CCOc1ccc2c(=O)c(-c3ccc(OC)c(OC)c3)c(C)oc2c1 | -7.9 | ?
COCCN(CCOC)CC(O)COc1ccc(C#N)cc1 (stereo unspecified) | -0.2 | ?
CC(C)CCNC(=O)c1nccnc1N | 2.6 | 16.5%
Cc1ccccc1/C=N/Nc1ccc(S(=O)(=O)Nc2ccc(Cl)cc2)cc1[N+](=O)[O-] | 7.3 | ?
O=C(C(O)c1ccccc1)N1CCN(S(=O)(=O)c2ccc(OC(F)(F)F)cc2)CC1 (stereo unspecified) | -0.4 | 3.9%
Cc1ccc(NC(=O)Cn2c3ncccc3c(=O)n2-c2ccc(C)c(C)c2)cc1 | 14.5 | -13.6%
CCCNc1nc2ccccc2nc1C(=O)Nc1ccc(OCC)cc1 | 5.3 | -6.1%
N#CC1=C(N)Oc2c(c(=O)[nH]c3ccccc23)C1c1ccccc1Cl (stereo unspecified) | 2.6 | -16.1%
CCOc1ccc(/C=C/C(=O)c2ccc(Br)cc2)cc1OC | 0.4 | ?
CCCOC(=O)c1c(NC(=O)c2nc3nc(C)cc(C(F)F)n3n2)sc2c1CCCC2 | 6.2 | 24.2%

(list continues)
SMILES | LDHA inh | ALOX12 inh
CCN(CC)c1sc(S(=O)(=O)c2ccc(C)cc2)nc1S(=O)(=O)c1ccc(C)cc1 | -5.2 | ?
CN(Cc1cccc(Cl)c1Cl)C(=O)c1ccccc1NS(C)(=O)=O | 1.6 | -56.7%
CCN1CCN(c2oc(-c3ccc(OC)c(OC)c3)nc2C#N)CC1 | -10.3 | -1.0%
O=C(C(=O)N1CCN(c2ccccc2)CC1)c1cccc(Br)c1 | 2.3 | 8.7%
Oc1ccc(-c2csc(Nc3cccc(O)c3)n2)cc1 | 10.2 | 39.8µM*
N#Cc1ccc(OCCOC(=O)c2cccc(Cl)c2)cc1 | -1.0 | ?
O=c1oc2ccc(Cl)cc2cc1-c1csc(Nc2c(F)cccc2F)n1 | 9.4 | -26.9%
N#CC1(C(=O)Nc2cccc(I)c2)CCCC1 | 5.1 | ?
Cc1cccc(Oc2c(C(F)(F)F)oc3cc(OC(=O)c4cncc(Br)c4)ccc3c2=O)c1 | 12.9 | 8.91µM*
CNC(=O)CCc1c(C)nc2c(c(OC)nn2C)c1C | 6.7 | 14.2%
Cc1cc(C)n(-c2nc3c(c(=O)n(CCc4ccccc4)c(=O)n3C)n2C(C)C)n1 | -1.0 | ?
CCCCCC(C)NC(=O)Nc1cc(C(F)(F)F)ccc1Cl (stereo unspecified) | -2.0 | 2.2%
O=C1NC[C@@H](CCCCN2C[C@H](Cc3ccc(O)cc3)N(CC3CCCCC3)C(=O)C2=O)N(CC2CCCCC2)C1=O | 1.9 | 22.4µM*
NC(N)=NCCN1CCN(Cc2ccccc2)CC1 | -0.4 | 34.4%
CC(C)C(=O)NC(Nc1ccccc1C(F)(F)F)C(Cl)(Cl)Cl (stereo unspecified) | 3.1 | -3.3%
CCN(Cc1cccs1)C(=O)/C=C/c1nc2ccccc2s1 | 10.0 | ?
Cc1ccc(CN2CCCN(c3cccc(C(=O)N4CCc5ccccc54)c3)C2=O)cc1 | 6.7 | ?
CC(C)CNC(=O)C1CCN(c2ncnc3sc4c(c23)CCCC4)CC1 | 13.1 | ?
CC(C#N)(NC(=O)CSc1ccc(O)cc1)C1CC1 (stereo unspecified) | 8.1 | -32.0%
CCNc1ccc(S(=O)(=O)N(CC)CC)cc1N | 1.4 | ?
CCOc1cc(/C=C2/NC(=O)NC2=O)cc(Cl)c1OCc1ccc(F)cc1 | -1.4 | -3.0%
